High-throughput results as filed in PubChem.
STAT1 act: STAT1 signaling activation. activation (% of control), % at 5.5 µM. hit rate 2.6% among 200,000. AID 932. NIH 3T3 STAT1-luciferase reporter, IFN-gamma, luminescence; 100% = IFN-gamma alone, no compound;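 active = activation above the screen-wide mean activation plus 3 SD, cut at about 130% in these data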;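 also: raw ratio to IFN-gamma control signal so 100% means no change and 0% no light; values of inactives mirror those of a sister screen read the other way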
STAT1 inh: reduces IFN-gamma driven STAT1 reporter signal; NIH 3T3 STAT1-luciferase reporter, luminescence; inhibition, % at 5.5 µM; hit rate 0.35% among 200,000; AID 920;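 active = inhibition above a set limit, the mean inhibition across all tested compounds plus 3 SD, cut at about 34% in these data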;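 also: 0% = IFN-gamma with DMSO and 100% = IFN-gamma with 300 µM nifuroxazide; values of inactives mirror those of a sister screen read the other way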
STAT3 inh: STAT3 signaling inhibition | U3A cells, IL-6 STAT3-luciferase reporter, luminescence; host cell line lacks STAT1 | inhibition, % at 5.5 µM | hit rate 0.89% among 190,000;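 active = inhibition above the mean inhibition across all screened compounds plus 3 SD, cut at about 44% in these data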;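 also: 0% = DMSO only wells and 100% = 100 µM nifuroxazide control wells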
G6PDH counter: inhibits Leuconostoc G6PDH, flagging false hits in G6PDH-based assays; Purified L. mesenteroides G6PDH, diaphorase/resazurin coupled fluorescence, 45 min; inhibition, % at 5 µM; hit rate 0.12% among 200,000; AID 1020; in the data active = inhibition above about 50%
TLR4 MyD88 comp: TLR4-MyD88 interaction inhibition in cells; O00206+Q99836; hit rate 0.18% among 200,000; HeLa CL3-4 TLR4/MyD88 BLA complementation, FRET ratio; inhibition, % at 8.4 µM; in the data active = inhibition above about 25%;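 also: 0% = vehicle and 100% = reference inhibitor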
Target sequence (O00206 whole entry, looked up): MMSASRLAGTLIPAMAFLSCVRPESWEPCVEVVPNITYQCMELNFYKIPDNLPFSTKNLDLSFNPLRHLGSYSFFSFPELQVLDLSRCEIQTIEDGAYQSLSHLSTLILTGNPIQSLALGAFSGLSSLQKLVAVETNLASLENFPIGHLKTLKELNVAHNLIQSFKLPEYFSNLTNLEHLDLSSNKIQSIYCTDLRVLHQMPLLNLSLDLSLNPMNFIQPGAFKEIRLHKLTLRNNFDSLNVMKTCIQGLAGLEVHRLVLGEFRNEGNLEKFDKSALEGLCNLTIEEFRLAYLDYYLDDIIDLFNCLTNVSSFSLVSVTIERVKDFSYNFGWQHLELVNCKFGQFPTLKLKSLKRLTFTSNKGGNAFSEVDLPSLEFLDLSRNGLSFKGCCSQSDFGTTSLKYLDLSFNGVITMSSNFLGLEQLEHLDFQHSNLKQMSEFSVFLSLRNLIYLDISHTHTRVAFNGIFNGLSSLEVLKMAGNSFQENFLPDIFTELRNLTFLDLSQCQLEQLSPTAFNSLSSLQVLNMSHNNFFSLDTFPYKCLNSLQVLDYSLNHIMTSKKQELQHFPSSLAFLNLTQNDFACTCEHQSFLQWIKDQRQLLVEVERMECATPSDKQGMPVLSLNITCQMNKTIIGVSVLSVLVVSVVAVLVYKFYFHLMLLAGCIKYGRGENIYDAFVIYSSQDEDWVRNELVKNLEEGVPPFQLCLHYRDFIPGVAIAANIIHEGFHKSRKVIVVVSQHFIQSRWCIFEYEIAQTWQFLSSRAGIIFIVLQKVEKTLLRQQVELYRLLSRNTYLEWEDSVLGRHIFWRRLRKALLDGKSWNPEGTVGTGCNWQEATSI
Target sequence (Q99836 whole entry, looked up): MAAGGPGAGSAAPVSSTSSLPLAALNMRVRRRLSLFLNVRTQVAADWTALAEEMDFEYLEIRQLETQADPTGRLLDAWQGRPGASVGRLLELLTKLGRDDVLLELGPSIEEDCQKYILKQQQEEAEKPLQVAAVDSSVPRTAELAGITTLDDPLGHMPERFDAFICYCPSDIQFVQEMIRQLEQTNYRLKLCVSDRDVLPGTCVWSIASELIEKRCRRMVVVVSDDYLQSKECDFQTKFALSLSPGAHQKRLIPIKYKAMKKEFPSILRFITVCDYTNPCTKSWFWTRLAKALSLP
APP transl inh: APP translation inhibition | SH-SY5Y APP 5'UTR-luciferase reporter, luminescence | inhibition, % at 2 µM | hit rate 0.82% among 190,000 | AID 1285;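 active = inhibition above a set limit, derived from the sample mean plus 3 SD, cut at about 45% in these data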; also: values of inactives mirror those of a sister screen read the other way
Hsp70 act: Hsp70 transcriptional activation, primary screen; HeLa Hsp70 promoter luciferase reporter, luminescence; scaled: vehicle 0, proteasome-inhibitor control 100%; activation, % at 10 µM; hit rate 0.04% among 200,000;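 active = activation above the mean across all tested compounds plus 3 SD, cutoff set per campaign, cut at about 5.5% in these data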;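 also: 100% = MG132 at 30 µM as the positive control and 0% = DMSO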
Diaph act CS: diaphorase activation or chemical reduction counter-screen. Diaphorase/resazurin coupled assay, resorufin fluorescence, 16 min; hits give high values; 1 = vehicle wells, 0 = NADH-free wells. activation factor at 20 µM. hit rate 0.005% among 190,000. AID 1229;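 active = diaphorase activity raised at least twofold by the compound at 20 µM; inactive = activation factor below 2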
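Measured by – red resorufin fluorescence at 544/590 nm excitation/emission · Test system – Clostridium kluyveri diaphorase, purified enzyme · Incubation – reaction time 16 min, room temperature · Buffer or medium – 50 mM HEPES pH 7.4 with 4.542 mM MgCl2, 0.005% Tween 20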
Diaph inh CS: counter-screen for diaphorase-based assays: diaphorase inhibitors and chemical oxidizers. diaphorase resazurin-to-resorufin fluorescence, NADH, 16 min; bacterial (C. kluyveri) enzyme, not human. inhibition, % at 20 µM. hit rate 0.69% among 190,000. AID 1217;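 active = primary screen inhibition at 20 µM above a set limit, cut at about 50% in these data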;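 also: plate controls were DMSO with full reaction for no effect and wells lacking NADH for full effect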
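Assay system – diaphorase enzyme from Clostridium kluyveri · Amount – diaphorase 0.14 U/mL (working solution) · Times – reaction incubation of 16 min at room temperature · Controls – No-NADH positive control and DMSO neutral control · Signal – resorufin fluorescence 544/590 nm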
STAT3 act: activators of IL-6 induced STAT3 signaling; hit rate 0.91% among 190,000; U3A cells, IL-6 STAT3-luciferase reporter, luminescence; 100% = signal with IL-6 EC80 alone; activation (% of control), % at 5.6 µM; AID 871;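 active = activation above the screen-wide mean of compound activation plus 3 SD, cut at about 130% in these data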;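 also: 0% = background luminescence of wells with medium and substrate only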
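Assay system – human STAT1-deficient U3A cells with stable STAT3-luciferase reporter · Also added – IL-6 (33 ng/mL) · Schedule – compound 1 h, then IL-6 6 h at 37 °C · Technique – reporter luminescence signal · Evaluation – % activation versus median of IL-6-stimulated wells · Benchmarks – IL-6-only wells as 100% reference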
Active calls of the source: *; . = no result given.

[1] COC(=O)c1cc2c(ccn2-c2ccc(F)cc2)n1Cc1ccc(OC(C)=O)cc1
[2] COc1ccc(-c2nc(N)n(C(=O)c3ccco3)n2)cc1
[3] Cn1nccc1C(=O)Nc1ccc(OC(=O)c2ccnn2C)cc1
[4] COC(=O)c1ccc(S(=O)(=O)NNC(=O)c2ccc(S(=O)(=O)N3CCCCC3)cc2)cc1
[5] CCOC(=O)Nc1ccc2c(c1)ncn2C1CCCCC1
[6] CCN1CCN(C(=S)Nc2ccc3nc(N4CCN(C)CC4)cc(C)c3c2)CC1
[7] CC(C)C(NS(=O)(=O)c1cccc2nsnc12)C(=O)Nc1nc2ccc(Cl)cc2s1 (centres undefined)
[8] Cc1ccccc1C(=O)Nc1ccc(Cl)cn1
assay / compound	1	2	3	4	5	6	7	8
STAT3 inh	2	22	13	-2	11	-1	15	14
TLR4 MyD88 comp	-14	-22	-1	4	-3	2	-2	-4
STAT1 act	124	100	98	90	112	98	96	129*
Diaph act CS	0.9	1	0.9	0.8	0.8	1	0.9	0.8
STAT1 inh	-27	1	2	12	-13	2	4	-32
APP transl inh	-7	-10	-18	5	0	12	17	-68
Hsp70 act	-0.2	0.5	-0.2	0.1	0.0	-0.1	-0.2	-0.1
Diaph inh CS	13	0	13	16	18	-2	14	19
G6PDH counter	-8	7	0	11	4	10	5	3
STAT3 act	97	88	90	106	95	99	94	95

[9] Cc1nc(-c2ccccc2)cc(=O)[nH]1
[10] COc1ccc(CC2(CO)CCN(Cc3ccc4c(c3)CCO4)CC2)cc1
[11] COCCNC(=O)C(c1c[nH]c2ccccc12)N(C(=O)c1snc(C(N)=O)c1N)c1cccc(OC)c1 (centres undefined)
[12] CS(=O)(=O)Nc1ccccc1C(=O)N1CCOCC1
[13] CS(=O)(=O)Nc1ccccc1C(=O)Nc1cc(Cl)cc(Cl)c1
[14] COCCN1CSC(=S)N(Cc2ccco2)C1
[15] COC(=O)c1[nH]c2ccc(C)cc2c1NC(=O)CN1CCN(c2ccccc2)CC1
[16] O=C(NCc1ccccn1)C1CCN(S(=O)(=O)N2CCC3(CC2)OCCO3)CC1
assay / compound	9	10	11	12	13	14	15	16
STAT3 inh	2	-1	6	-1	23	2	37	12
TLR4 MyD88 comp	1	0	2	2	11	8	12	14
STAT1 act	103	102	99	90	78	98	88	102
Diaph act CS	1	1.1	0.9	1	0.9	0.8	0.9	1
STAT1 inh	-3	-4	0	3	24	3	13	-2
APP transl inh	-1	-9	-16	9	12	-10	-3	0
Hsp70 act	-0.4	-0.1	-0.2	-0.2	-0.2	-0.4	1.2	-0.2
Diaph inh CS	-1	-7	8	4	9	23	6	-1
G6PDH counter	4	-3	-1	7	4	-2	0	-1
STAT3 act	100	105	101	104	84	102	73	97

[17] O=C1OCC2=C1C(c1ccc(F)cc1)CC(=O)N2c1ccccc1 (centres undefined)
[18] O=C1/C(=C/c2ccc([N+](=O)[O-])cc2)C=C(c2ccccc2)N1c1ccc(O)cc1
[19] COc1ccc(Cl)cc1C(=O)Nc1ccc(N(C)C(C)=O)cc1
[20] O=C(NCCN1CCOCC1)C1CCC(=O)N1Cc1ccc(F)cc1 (centres undefined)
[21] CC(=O)Nc1cccc(NC(=O)CSc2ccc(-c3ccccn3)nn2)c1
[22] C=CCOC(=O)C1=C[C@H](c2cn(C(C)=O)c3ccccc23)C[C@H](OCc2ccc(CO)cc2)O1
[23] CS(=O)(=O)N1CCC(C(=O)Nc2ccc3c(c2)OCO3)CC1
[24] COCCN1C(=O)C(CC(=O)Nc2ccc(C(C)=O)cc2)SC1=Nc1ccccc1 (centres undefined)
assay / compound	17	18	19	20	21	22	23	24
STAT3 inh	6	18	20	9	-3	.	-9	1
TLR4 MyD88 comp	12	-1	6	6	7	0	-7	1
STAT1 act	100	103	92	100	108	98	105	95
Diaph act CS	1	1	0.9	1	0.8	0.6	0.9	0.9
STAT1 inh	-2	-3	5	0	-9	4	-5	5
APP transl inh	13	7	-14	.	0	-24	-4	-23
Hsp70 act	-0.2	0.0	-0.6	-0.1	-0.1	-0.5	-0.2	0.1
Diaph inh CS	-4	0	6	4	24	42	6	14
G6PDH counter	3	6	12	-6	3	8	5	9
STAT3 act	99	89	84	98	107	.	108	103

The closing two compounds of the part above come first, to join the parts.
[23] CS(=O)(=O)N1CCC(C(=O)Nc2ccc3c(c2)OCO3)CC1
[24] COCCN1C(=O)C(CC(=O)Nc2ccc(C(C)=O)cc2)SC1=Nc1ccccc1 (centres undefined)
[25] O=C(COc1ccccc1)Nc1ccccc1NS(=O)(=O)c1cccs1
[26] CS(=O)(=O)NC1c2cccc3cccc(c23)C1Sc1nncn1/N=C/c1ccco1 (centres undefined)
[27] COc1ccc(S(=O)(=O)N2CCC(n3cnc4cc(C(F)(F)F)ccc43)CC2)cc1
[28] COc1ccc(O)c(N)c1
[29] CCOCC(=O)Nc1ccc(C)c(Cl)c1
[30] CCOC(=O)Cc1csc(NC(=O)CSc2nc(-c3ccccc3)c(C#N)c(=O)[nH]2)n1
[31] Cc1cc(C)cc(NC(=O)c2ccccc2NC(=O)CCC(=O)O)c1
[32] CCN(Cc1cnn(C)c1)Cc1nc(C(c2ccccc2)c2ccccc2)no1
assay / compound	23	24	25	26	27	28	29	30	31	32
STAT3 inh	-9	1	-5	-6	3	-8	15	18	17	4
TLR4 MyD88 comp	-7	1	5	2	-6	14	-4	-13	-24	-15
STAT1 act	105	95	112	95	104	102	102	102	94	107
Diaph act CS	0.9	0.9	0.9	0.8	0.9	0.4	0.9	0.8	0.9	0.8
STAT1 inh	-5	5	-13	6	-6	-4	-2	-4	7	-9
APP transl inh	-4	-23	6	-4	-22	15	.	-28	6	4
Hsp70 act	-0.2	0.1	-0.3	-0.1	-0.2	-0.2	-0.2	-0.4	-0.4	-0.5
Diaph inh CS	6	14	10	19	6	62*	6	16	6	19
G6PDH counter	5	9	3	4	1	42	-3	-4	12	9
STAT3 act	108	103	105	106	101	110	92	93	88	101

From compound 17 as far as 32, as listed above:
[17] O=C1OCC2=C1C(c1ccc(F)cc1)CC(=O)N2c1ccccc1 (centres undefined)
[18] O=C1/C(=C/c2ccc([N+](=O)[O-])cc2)C=C(c2ccccc2)N1c1ccc(O)cc1
[19] COc1ccc(Cl)cc1C(=O)Nc1ccc(N(C)C(C)=O)cc1
[20] O=C(NCCN1CCOCC1)C1CCC(=O)N1Cc1ccc(F)cc1 (centres undefined)
[21] CC(=O)Nc1cccc(NC(=O)CSc2ccc(-c3ccccn3)nn2)c1
[22] C=CCOC(=O)C1=C[C@H](c2cn(C(C)=O)c3ccccc23)C[C@H](OCc2ccc(CO)cc2)O1
[23] CS(=O)(=O)N1CCC(C(=O)Nc2ccc3c(c2)OCO3)CC1
[24] COCCN1C(=O)C(CC(=O)Nc2ccc(C(C)=O)cc2)SC1=Nc1ccccc1 (centres undefined)
[25] O=C(COc1ccccc1)Nc1ccccc1NS(=O)(=O)c1cccs1
[26] CS(=O)(=O)NC1c2cccc3cccc(c23)C1Sc1nncn1/N=C/c1ccco1 (centres undefined)
assay / compound	17	18	19	20	21	22	23	24	25	26
STAT3 inh	6	18	20	9	-3	.	-9	1	-5	-6
TLR4 MyD88 comp	12	-1	6	6	7	0	-7	1	5	2
STAT1 act	100	103	92	100	108	98	105	95	112	95
Diaph act CS	1	1	0.9	1	0.8	0.6	0.9	0.9	0.9	0.8
STAT1 inh	-2	-3	5	0	-9	4	-5	5	-13	6
APP transl inh	13	7	-14	.	0	-24	-4	-23	6	-4
Hsp70 act	-0.2	0.0	-0.6	-0.1	-0.1	-0.5	-0.2	0.1	-0.3	-0.1
Diaph inh CS	-4	0	6	4	24	42	6	14	10	19
G6PDH counter	3	6	12	-6	3	8	5	9	3	4
STAT3 act	99	89	84	98	107	.	108	103	105	106

[27] COc1ccc(S(=O)(=O)N2CCC(n3cnc4cc(C(F)(F)F)ccc43)CC2)cc1
[28] COc1ccc(O)c(N)c1
[29] CCOCC(=O)Nc1ccc(C)c(Cl)c1
[30] CCOC(=O)Cc1csc(NC(=O)CSc2nc(-c3ccccc3)c(C#N)c(=O)[nH]2)n1
[31] Cc1cc(C)cc(NC(=O)c2ccccc2NC(=O)CCC(=O)O)c1
[32] CCN(Cc1cnn(C)c1)Cc1nc(C(c2ccccc2)c2ccccc2)no1
assay / compound	27	28	29	30	31	32
STAT3 inh	3	-8	15	18	17	4
TLR4 MyD88 comp	-6	14	-4	-13	-24	-15
STAT1 act	104	102	102	102	94	107
Diaph act CS	0.9	0.4	0.9	0.8	0.9	0.8
STAT1 inh	-6	-4	-2	-4	7	-9
APP transl inh	-22	15	.	-28	6	4
Hsp70 act	-0.2	-0.2	-0.2	-0.4	-0.4	-0.5
Diaph inh CS	6	62*	6	16	6	19
G6PDH counter	1	42	-3	-4	12	9
STAT3 act	101	110	92	93	88	101

The listing continues.
[33] CCc1sc(NS(C)(=O)=O)nc1-c1ccccc1
[34] COCc1nc2sc3c(c2c(=O)[nH]1)CCCC3
[35] COc1ccc(C(=O)CCN2CCN(c3ccccc3OC)CC2)cc1
[36] O=S(=O)(c1ccc(F)cc1)N(CCO)CC(O)Cn1c2ccccc2c2ccccc21 (centres undefined)
[37] COC(=O)CC[C@@H](C(=O)O)N1C(=O)c2ccccc2C1=O
[38] CCNC(=S)NCCN1CCOCC1
[39] COCCCNC(=O)C1CCN(S(=O)(=O)N(CC(C)C)CC(C)C)CC1
[40] CC(=O)Cc1nsc(NC(=O)c2ccc(-c3cccc(Cl)c3)o2)n1
[41] CCN1C(=O)C(CC(=O)Nc2ccc(OC)cc2)N(CCCN2CCN(c3ccc(OC)cc3)CC2)C1=S (centres undefined)
assay / compound	33	34	35	36	37	38	39	40	41
STAT3 inh	-10	8	10	8	8	-7	0	12	10
TLR4 MyD88 comp	-2	1	2	-5	17	-1	5	-3	-2
STAT1 act	104	102	93	96	96	105	95	105	99
Diaph act CS	0.8	0.9	1.2	0.8	0.9	1	1	1	0.9
STAT1 inh	-5	-2	5	4	4	-5	6	-7	1
APP transl inh	50*	8	-20	-2	6	-2	-1	-1	-21
Hsp70 act	0.0	0.1	-0.2	-0.2	-0.3	-0.1	-0.5	-0.1	0.3
Diaph inh CS	20	7	-22	18	12	2	4	0	7
G6PDH counter	11	3	3	2	3	4	12	2	6
STAT3 act	107	92	97	96	98	110	103	96	94
